DAX1 inh-1 = NR0B1 (DAX1) inhibition. AID 504766. hit rate 0.99% among 340,000. inhibition, % at 6.75 µM. HEK293 Gal4-DAX1 luciferase reporter, luminescence;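 active = inhibition above the mean over all tested compounds plus 3 SD, cut at about 4.2% in these data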;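 also: 0% = DAX1-transfected cells with DMSO and 100% = empty-vector control cells with DMSO; inhibition shows as a rise in luminescence from relieved DAX1 repression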
GC-B act = GC-B (human) receptor activation; P20594; HEK293-GC-B cells, CNP EC30, cGMP TR-FRET; 0% at EC30 CNP, 100% saturating CNP; hit rate 0.11% among 370,000; activation, % at 10 µM;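 active = activation at 10 µM reaching about 35% in either raw or pattern-adjusted values, limit read from the data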
Target sequence (P20594 whole entry, looked up): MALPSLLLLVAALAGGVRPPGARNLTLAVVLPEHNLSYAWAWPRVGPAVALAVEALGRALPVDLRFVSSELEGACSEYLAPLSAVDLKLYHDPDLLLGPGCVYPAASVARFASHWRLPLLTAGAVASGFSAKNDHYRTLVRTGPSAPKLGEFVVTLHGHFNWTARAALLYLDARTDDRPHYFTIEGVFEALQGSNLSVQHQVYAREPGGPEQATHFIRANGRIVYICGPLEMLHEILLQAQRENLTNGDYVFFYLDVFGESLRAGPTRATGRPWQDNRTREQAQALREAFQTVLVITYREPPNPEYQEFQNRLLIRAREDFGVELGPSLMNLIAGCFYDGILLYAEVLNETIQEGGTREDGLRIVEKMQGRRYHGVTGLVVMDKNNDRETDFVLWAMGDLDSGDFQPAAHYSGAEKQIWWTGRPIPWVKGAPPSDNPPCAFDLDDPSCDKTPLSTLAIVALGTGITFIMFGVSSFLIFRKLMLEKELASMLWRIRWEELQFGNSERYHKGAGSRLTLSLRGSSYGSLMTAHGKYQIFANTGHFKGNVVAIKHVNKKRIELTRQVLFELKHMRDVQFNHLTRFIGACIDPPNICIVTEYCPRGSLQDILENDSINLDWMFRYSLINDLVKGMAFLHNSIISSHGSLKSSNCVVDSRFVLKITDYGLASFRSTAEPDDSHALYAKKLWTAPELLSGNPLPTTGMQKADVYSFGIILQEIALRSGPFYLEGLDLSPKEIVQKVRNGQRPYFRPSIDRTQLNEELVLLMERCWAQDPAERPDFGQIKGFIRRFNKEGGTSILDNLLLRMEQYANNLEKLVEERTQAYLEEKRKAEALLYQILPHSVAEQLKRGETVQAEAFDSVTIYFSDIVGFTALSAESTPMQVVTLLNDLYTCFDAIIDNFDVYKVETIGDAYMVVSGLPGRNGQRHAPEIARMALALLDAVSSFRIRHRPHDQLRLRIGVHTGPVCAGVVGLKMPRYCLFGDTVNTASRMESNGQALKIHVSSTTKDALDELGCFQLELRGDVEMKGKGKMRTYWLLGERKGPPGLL
FXN GAA850 act = frataxin GAA850 promoter activation | activation, % at 6 µM | HEK293 lucGAA850 FXN promoter luciferase reporter, 24 h; percent of 10 µM SAHA response | AID 540364 | hit rate 0.56% among 360,000;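 active = activation above the average of all compounds screened plus 3 SD, cutoff fixed separately per campaign, cut at about 7.5% in these data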;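 also: 0% = DMSO wells and 100% = 10 µM SAHA wells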
SMARCA2 act = SMARCA2 function activation, primary screen; MG213 cells, MMTV-luciferase reporter, dexamethasone, overnight; activation, % at 9.1 µM; hit rate 1% among 370,000; in the data active = activation above about 7.8%;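 also: 0% = vehicle wells and 100% = reference activator wells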
sPLA2-III inh = Inhibits HGIII-sPLA2 liposome hydrolysis, primary screen. AID 743126. inhibition, % at 12.2 µM. QFRET BODIPY PC-A2 liposome hydrolysis, fluorescence. Q9NZ20. hit rate 0.56% among 370,000;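 active = inhibition above mean plus 3 SD of compounds lying within the high and low control bounds, cut at about 19% in these data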;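 also: 0% = median of test compound wells and 100% = no enzyme DMSO wells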
hgDAF-12 ag = agonists of H. glycines DAF-12 nuclear receptor. AID 687014. HEK293 GAL4-hgDAF12 UAS-luciferase reporter, agonist luminescence; normalized to butyrate control. activation, % at 6.8 µM. hit rate 1.8% among 370,000;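 active = activation above a cutoff set at the mean of all screened compounds plus 3 SD, cut at about 10% in these data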;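 also: 0% = DMSO wells and 100% = sodium butyrate wells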
DAX1 inh-2 = inhibitors of DAX1 repression of SF-1 activated StAR promoter. HEK293T StAR-luciferase reporter, SF-1/DAX-1 repression relief. inhibition, % at 6.8 µM. hit rate 1.1% among 370,000. AID 652010;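 active = inhibition above the mean over all tested compounds plus 3 SD, cut at about 3.6% in these data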;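 also: 0% = DAX-1 cells with DMSO and 100% = cells lacking DAX-1 with DMSO; higher inhibition means more luminescence from relief of DAX-1 repression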
hcDAF-12 act = activates DAF-12 receptor from parasite H. contortus. HEK293 hcDAF-12 lit1-tk-luc reporter, luminescence; 0% DMSO, 100% Δ7-dafachronic acid. activation, % at 6.8 µM. hit rate 1.4% among 370,000. AID 652067;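 active = activation above the mean of all tested compounds plus 3 SD, cut at about 5.5% in these data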;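 also: 100% = response to 3 µM Δ7-dafachronic acid high control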
KLK7 zymogen act = activators of human kallikrein-7 zymogen; purified proKLK7, EDANS-DABCYL substrate fluorescence; 100% is mature enzyme control, 0% vehicle; activation, % at 7 µM; hit rate 0.9% among 370,000;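 active = activation above the mean of all tested compounds plus 3 SD, computed per campaign excluding outliers beyond control limits, cut at about 13% in these data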
NPR1 activator = GC-A (human) enzyme activation. hit rate 0.14% among 370,000. HEK293 GC-A cells, cGMP TR-FRET, EC30 ANP; 0% at EC30 ANP, 100% saturating ANP. P16066. activation, % at 10 µM. AID 1671463; in the data active = activation above about 40%
ssDAF12 agonist = S. stercoralis DAF-12 activation, primary screen; AID 652126; hit rate 1% among 370,000; HEK293 ssDAF-12/GRIP1 lit1-tk-luc reporter, luminescence; % of 3 µM dafachronic acid response; activation, % at 6.8 µM;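 active = activation above the mean over all tested compounds plus 3 SD, cut at about 0.9% in these data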;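 also: 0% = DMSO-only wells and 100% = 3 µM delta7-dafachronic acid wells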
* marks the source's active call; other numbers are inactive results; · = no result given.

SMILES | DAX1 inh-1 | GC-B act | FXN GAA850 act | SMARCA2 act | sPLA2-III inh | hgDAF-12 ag | DAX1 inh-2 | hcDAF-12 act | KLK7 zymogen act | NPR1 activator | ssDAF12 agonist
Cc1ccc(C(=O)N2CCCC(Nc3cccc(F)c3)C2)cc1N1CCNC1=O (stereo unspecified) | 0.9 | 1 | 0.6 | -1 | -2 | -1.2 | -0.2 | -1.9 | 0.4 | 2 | -1.2
O=C(NNC(=O)c1ccccc1F)c1cccs1 | 1.5 | 2 | 0.0 | 3 | -3 | 5.2 | 0.7 | 0.7 | -0.1 | -3 | -0.9
COc1ccc(NS(=O)(=O)c2ccc(C(=O)N3CCN(Cc4ccccc4)CC3)cc2)cc1 | -2.8 | -2 | -1.4 | 0 | -22 | -2.8 | -2.9 | -3.1 | -0.4 | -3 | -2.1
CCC/C=N/NC(=O)c1cc(-c2ccccc2)nc2ccccc12 | 1.2 | 0 | 1.2 | -4 | 4 | -5.4 | -0.1 | 0.6 | -1.2 | 3 | -1.6
COc1cc(C(=O)N/N=C/c2ccc(OC(=O)c3cccc(C)c3)c(OC)c2)ccc1O | -0.2 | 3 | 0.4 | -2 | -14 | -0.6 | 0.4 | -2.2 | -0.9 | 1 | -1.2
CCCCCCCCn1cnc2c(N)c(C)c(C)cc21 | 1.0 | -1 | -0.6 | -2 | 0 | -0.4 | 0.6 | -0.6 | 0.6 | 2 | -1.1
COCCN(C(=O)CSc1nnc(-c2ccc(Cl)cc2)o1)c1c(N)n(CC(C)C)c(=O)[nH]c1=O | 0.2 | -4 | -2.8 | 3 | 2 | 0.5 | 1.2 | -1.8 | 0.2 | -1 | -0.9
C=CCn1c(SCC(=O)NC(=O)NC)nnc1C1CCCCC1 | 0.9 | 5 | 0.2 | -5 | 4 | -3.1 | 1.1 | -0.1 | -0.2 | 1 | -1.7
O=C(N/C(=C/c1ccco1)C(=O)N1CCCCCC1)c1ccccc1 | 0.9 | 4 | 3.5 | 0 | -4 | 0.4 | -0.6 | -0.9 | 0.5 | -2 | -1.1
Cc1cccc(N2CCN(C(=O)CCCSc3nc4ccccc4[nH]3)CC2)c1C | -1.7 | -3 | -2.0 | -5 | -22 | -3.8 | -1.6 | -3.0 | 0.1 | -6 | -2.4
CC(=O)C(C(C)=O)C1(O)C(=O)c2ccccc2C1=O | -1.3 | 2 | -1.2 | -3 | 22* | 0.3 | 0.2 | 2.8 | 1.2 | -1 | -0.9
O=c1oc(-c2cccnc2)nc2ccccc12 | -0.1 | -9 | -0.1 | 0 | 3 | 2.3 | -0.6 | 0.2 | 0.1 | 0 | -0.4
CCCCCCOC(=O)CC1CC(C(C)=O)C1(C)C (stereo unspecified) | 1.5 | 5 | · | -1 | 10 | -0.8 | -0.4 | 2.5 | 0.3 | 7 | -0.9
CC(=O)Nc1ccc(Nc2nc(-c3sc(NC(C)=O)nc3C)cs2)cc1 | 2.6 | -1 | -1.6 | -2 | 6 | 1.6 | -0.6 | -2.6 | 0.5 | 1 | -0.7
S=C1NCN(Cc2cccnc2)CN1Cc1ccccc1 | 3.8 | 3 | 1.2 | 1 | 4 | 0.5 | 0.1 | -1.4 | -0.1 | 0 | -1.2
O=C(NCCCO)c1cc([N+](=O)[O-])cc2c1C=Cc1ccccc1O2 | -1.4 | -2 | 3.6 | 0 | -4 | 1.1 | -0.6 | -0.1 | 0.2 | -5 | 0.5
COCCNS(=O)(=O)c1cc(C)c(C)cc1C | 0.6 | 2 | 1.3 | -2 | 6 | -0.1 | -0.1 | 2.0 | 0.8 | 2 | 0.8
COc1ccc(NC(=O)CCCn2c(=O)oc3ccccc32)cc1Cl | 3.0 | 0 | 7.1 | 7.8* | -2 | 7.1 | 0.7 | 6.4* | -0.5 | -4 | 0.8
CNC(=O)COC(=O)/C=C/c1cn(-c2ccccc2)nc1-c1ccc2c(c1)OCCO2 | 0.4 | -5 | 0.3 | 1 | 4 | 0.6 | 0.0 | -1.5 | 0.0 | 0 | -1.5
COc1ccc(NC(=O)CC(c2ccc(F)cc2)c2ccc(OC)cc2)cc1 (stereo unspecified) | -0.7 | 3 | -0.3 | -3 | -13 | -0.3 | -0.3 | 1.1 | -0.2 | 0 | -0.8
CCN=C1SC(CC(=O)NC2CCCCC2)C(=O)N1CC (stereo unspecified) | 0.7 | 3 | 0.4 | -3 | 0 | -2.9 | 0.4 | 0.3 | -0.6 | -2 | -0.8
O=C(CN(c1ccc(F)cc1)S(=O)(=O)c1ccccc1)Nc1ccccc1C(=O)O | -0.2 | -1 | 1.7 | -3 | -13 | 0.6 | 0.0 | -0.5 | -0.4 | 0 | -0.2
OC(Cc1cccc(Br)c1)c1ncc(-c2ccccc2C(F)(F)F)[nH]1 (stereo unspecified) | · | -10 | 0.6 | -2 | -6 | 1.8 | 0.1 | -1.8 | -0.6 | 3 | -1.4
CCOc1ccc(S(=O)(=O)NCCC(=O)N2CC=C(c3ccccc3)CC2)cc1 | -1.9 | -4 | -1.6 | -3 | -24 | 0.8 | -4.6 | -3.6 | -0.6 | -4 | -1.7
CC1CC(C)CN(C(=O)COC(=O)COc2ccc(C#N)cc2)C1 (stereo unspecified) | -0.1 | -2 | -1.5 | -5 | -6 | 0.1 | 0.0 | -1.3 | 0.1 | -4 | -1.4
Cc1ccccc1NC(=O)Cn1nnc(-c2ccccc2F)n1 | · | -5 | · | 1 | -7 | -1.6 | -0.1 | 1.1 | -0.3 | 2 | -0.8
Cc1cc(/C=C2/NC(=O)NC2=O)c(C)n1-c1sc2c(c1C#N)CCCC2 | -1.4 | -5 | -1.0 | -1 | -6 | -3.7 | -0.3 | -1.4 | 0.8 | -1 | -1.9
C=CCc1cc(OC)ccc1OCCON1C(=O)CCC1=O | -0.3 | -3 | 0.0 | 3 | 0 | 3.1 | 0.4 | 1.1 | -0.4 | -1 | -1.5
COCCN(CC(=O)Nc1cccc(C)c1C)C(=O)c1cc2ccccc2cc1OC | 0.8 | 5 | 1.0 | 1 | 0 | 1.5 | 0.2 | -2.6 | 1.0 | 2 | -0.5
Cc1cc2cc(CN3C(=O)c4ccccc4C3=O)ccc2n1C | 0.9 | -2 | 1.5 | 3 | 2 | 5.1 | -0.8 | 6.1* | -0.2 | 5 | -0.3
CC(C)(C)[C@H]1COC(=O)[C@@H](NC(=O)OCC2c3ccccc3-c3ccccc32)C/C=C\C[C@@H](CC(=O)N[C@@H](CO)Cc2ccccc2)C(=O)N1 | 0.9 | 4 | -2.4 | -1 | -9 | 0.1 | -0.3 | -1.3 | -0.1 | 0 | -1.6
Cc1ccc(OCC(=O)N2CCN(C3=NS(=O)(=O)c4ccccc43)CC2)cc1 | 0.6 | -5 | -1.1 | 0 | -5 | -0.1 | -0.2 | 0.3 | 0.4 | -3 | -1.2
Cc1ccc(-c2nnc(NC(=O)COc3ccc(F)cc3Cl)o2)cc1C | · | -7 | · | · | -8 | 2.3 | · | -0.5 | · | -5 | -0.9
O=C(/C(=C(\O)c1ccccc1)c1nc2ccccc2[nH]1)c1ccccc1 | -0.1 | -7 | 0.0 | -4 | 18 | -1.1 | 0.1 | -1.0 | 0.1 | -2 | -0.7
CCCNS(=O)(=O)c1ccc(OCC(=O)NCCC2=CCCCC2)cc1 | -0.7 | -10 | 3.0 | 2 | -11 | -1.8 | -0.6 | -0.5 | 1.1 | 1 | -0.9
Cc1cccc(CCNC(=O)c2cc(S(=O)(=O)N3CCOCC3)cn2C)c1 | -0.4 | -2 | -0.9 | -2 | 4 | -0.5 | 0.2 | 2.8 | 0.2 | -1 | -0.1

Single records (already shown). Order of values: DAX1 inh-1 | GC-B act | FXN GAA850 act | SMARCA2 act | sPLA2-III inh | hgDAF-12 ag | DAX1 inh-2 | hcDAF-12 act | KLK7 zymogen act | NPR1 activator | ssDAF12 agonist
Record of Cc1cc(/C=C2/NC(=O)NC2=O)c(C)n1-c1sc2c(c1C#N)CCCC2 : -1.4 | -5 | -1.0 | -1 | -6 | -3.7 | -0.3 | -1.4 | 0.8 | -1 | -1.9
Record of C=CCc1cc(OC)ccc1OCCON1C(=O)CCC1=O : -0.3 | -3 | 0.0 | 3 | 0 | 3.1 | 0.4 | 1.1 | -0.4 | -1 | -1.5

Further structures.
SMILES | DAX1 inh-1 | GC-B act | FXN GAA850 act | SMARCA2 act | sPLA2-III inh | hgDAF-12 ag | DAX1 inh-2 | hcDAF-12 act | KLK7 zymogen act | NPR1 activator | ssDAF12 agonist
Cc1nn(-c2ccccc2)nc1C(=O)Oc1cc(C(F)(F)F)nn1-c1ccccc1 | 0.1 | 0 | -0.3 | -3 | -3 | -3.3 | -0.2 | -0.1 | -0.4 | 0 | -1.3
Cc1cc(C)c(S(=O)(=O)c2ccccc2)c(OC(=O)c2c(F)cccc2F)n1 | -1.8 | 0 | 0.2 | -4 | 1 | -1.5 | -0.2 | -2.4 | -0.4 | 2 | -1.1
CCN(CCCNC(=O)C1CCN(S(=O)(=O)c2cnc[nH]2)CC1)c1cccc(C)c1 | 0.4 | -4 | 1.0 | 3 | -25 | 0.2 | -0.2 | 0.0 | 0.1 | -4 | -0.3
O=C(NCc1ccc(Cl)c(Cl)c1)C1CCCC1 | · | 0 | 1.5 | -4 | 4 | -0.4 | 0.1 | 1.3 | -0.6 | -6 | -0.6
O=C(NC1CCN(Cc2ccccc2)CC1)c1cccc(OC(F)F)c1 | 0.2 | -4 | -1.3 | 10* | -1 | -1.0 | 0.8 | -0.4 | 0.2 | -5 | -1.4
O=c1c2[nH]c3ccc(F)cc3c2nc2n1CCS2 | 0.0 | 2 | 1.9 | -1 | -3 | -1.2 | 0.2 | -1.9 | 2.9 | 3 | -0.6
COc1ccc(C(=O)C2(C(=O)NCc3ccccc3)CC(c3ccccn3)=NO2)cc1 (stereo unspecified) | · | 5 | · | -3 | 4 | -3.4 | 0.2 | -1.2 | 0.3 | 0 | -1.1
O=C(CN(Cc1ccccc1)C(=O)c1csnn1)NCCc1ccccc1 | 2.0 | 0 | 1.6 | -3 | 11 | -0.2 | -0.4 | -0.1 | 0.7 | -3 | -1.2
CC1CC(C)CN(CC(=O)Nc2cc(S(=O)(=O)N3CCOCC3)ccc2N2CCCC2)C1 (stereo unspecified) | -0.5 | 1 | 2.0 | -3 | 9 | -2.6 | 0.5 | -0.9 | 0.5 | 2 | -1.4
C=CCOC(=O)C1=C[C@@H](c2ccc3c(c2)OCO3)C[C@@H](OCc2ccc(CO)cc2)O1 | 2.3 | -2 | 2.5 | -1 | -5 | 0.1 | -0.3 | -0.6 | 0.3 | -2 | -1.3

Given as tab-separated lines: 3 of the compounds above.
structure	DAX1 inh-1	GC-B act	FXN GAA850 act	SMARCA2 act	sPLA2-III inh	hgDAF-12 ag	DAX1 inh-2	hcDAF-12 act	KLK7 zymogen act	NPR1 activator	ssDAF12 agonist
CCN(CCCNC(=O)C1CCN(S(=O)(=O)c2cnc[nH]2)CC1)c1cccc(C)c1	0.4	-4	1.0	3	-25	0.2	-0.2	0.0	0.1	-4	-0.3
O=C(NCc1ccc(Cl)c(Cl)c1)C1CCCC1	·	0	1.5	-4	4	-0.4	0.1	1.3	-0.6	-6	-0.6
O=C(NC1CCN(Cc2ccccc2)CC1)c1cccc(OC(F)F)c1	0.2	-4	-1.3	10*	-1	-1.0	0.8	-0.4	0.2	-5	-1.4

Screening results deposited in PubChem by several laboratories.
